TbMetRS inhib = blocks T. brucei methionyl-tRNA synthetase activity; 360,000 compounds, 0.4% hits; purified T. brucei MetRS, ATP depletion, Kinase-Glo luminescence; inhibition, % at 11.9 µM;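 active = inhibition above a per-plate cutoff of the control wells' mean inhibition plus 3 SD, cut at about 5.5% in these data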;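 note: 0% = DMSO wells median and 100% = median of wells with control inhibitor compound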
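Dosing: 11.9 µM compound single dose, 0.9% DMSO; Assay system: purified T. brucei MetRS enzyme; Measured by: Kinase-Glo luciferase luminescence reporting remaining unconsumed ATP; Schedule: 15 min plus 2 h at 25 °C.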
NadD block = blocks S. aureus nicotinate mononucleotide adenylyltransferase. purified NadD enzyme, colorimetric absorbance read-out. inhibition, % at 20 µM. 360,000 compounds, 0.78% hits; in the data active = inhibition above about 26%; note: some compounds past the cut are filed as inactive
Scp-1 inhibitor = Scp-1 (human) phosphatase inhibition. Q9GZU7. Recombinant Scp1, phosphopeptide, malachite green phosphate absorbance. inhibition, % at 20 µM. 340,000 compounds, 0.88% hits;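 active = inhibition above about 50% at 20 µM, limit read from the data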;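 note: plate controls were DMSO wells with enzyme for no effect and wells lacking enzyme for full effect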
Target sequence (Q9GZU7 76-261 limits assumed): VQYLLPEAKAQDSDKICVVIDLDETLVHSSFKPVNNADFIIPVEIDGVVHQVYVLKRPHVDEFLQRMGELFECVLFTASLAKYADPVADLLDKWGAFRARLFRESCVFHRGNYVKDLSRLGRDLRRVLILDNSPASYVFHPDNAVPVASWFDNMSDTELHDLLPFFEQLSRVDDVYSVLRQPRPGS
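System: SCP-1 catalytic domain; Reagent: Phospho 17-mer peptide substrate; Doses: one concentration, 20 µM, with 1.0% DMSO; Incubation: 45 min room-temperature reaction, 5 min colour, 30 min stabiliser; Signal: Phosphate-binding colour reagent, absorbance read at 630 nm.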
MLLE-PAM2 inh = blocks PAM2 peptide binding to the PABP1 MLLE domain; inhibition, % at 20 µM; AID 588489; 360,000 compounds, 0.36% hits; GST-MLLE / FITC-PAM2 fluorescence polarization; P11940; in the data active = inhibition above about 35%, passing the limit was not always enough;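 note: plate controls were DMSO wells with GST-MLLE for no effect and wells lacking GST-MLLE protein for full effect; some results filed as inactive read as strong as hits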
Target sequence (P11940 whole entry, looked up, the tested form may be a part): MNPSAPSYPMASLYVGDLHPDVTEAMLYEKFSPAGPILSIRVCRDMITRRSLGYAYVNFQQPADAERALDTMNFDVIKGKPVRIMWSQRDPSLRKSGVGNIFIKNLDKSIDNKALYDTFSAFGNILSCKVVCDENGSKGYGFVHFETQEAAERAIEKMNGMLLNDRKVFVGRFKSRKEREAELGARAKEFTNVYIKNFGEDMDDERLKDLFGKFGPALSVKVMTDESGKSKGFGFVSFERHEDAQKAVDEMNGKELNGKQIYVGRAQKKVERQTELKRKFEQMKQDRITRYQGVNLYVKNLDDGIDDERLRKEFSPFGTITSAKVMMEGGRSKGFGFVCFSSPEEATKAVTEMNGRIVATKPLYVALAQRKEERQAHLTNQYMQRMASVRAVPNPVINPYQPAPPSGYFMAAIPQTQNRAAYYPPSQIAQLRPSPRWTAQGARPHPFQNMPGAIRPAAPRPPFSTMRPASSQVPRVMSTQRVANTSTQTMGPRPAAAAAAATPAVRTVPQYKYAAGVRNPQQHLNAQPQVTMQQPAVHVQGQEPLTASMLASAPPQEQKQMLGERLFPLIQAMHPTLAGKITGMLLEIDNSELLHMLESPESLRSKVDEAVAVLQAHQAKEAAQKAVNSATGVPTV
CSN inh = blocks human CSN-mediated cullin deneddylation; Purified CSN, SCF-Nedd8-OG deneddylation, fluorescence polarization; inhibition, % at 12.5 µM; AID 651999; 360,000 compounds, 0.38% hits; Q92905;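 active = pattern-corrected inhibition above about 35%, with an unprinted fluorescence ratio check between 0.5 and 1.5, limit read from the data, passing the limit was not always enough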;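 note: 0% = enzyme with substrate and 100% = substrate without enzyme; some results filed as inactive read as strong as hits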
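test system = HEK293T-derived human Csn5 enzyme | amount = 0.24 nM Csn5 enzyme, final concentration | medium = Tris/NaCl/DTT buffer, pH 7.5 | schedule = 90 min reaction at room temperature | signal = FP | evaluation = inhibition of Csn5 cleavage, % | compound dosing = single dose of 12.5 µM compound with 0.25% DMSO | probe or stimulus = 10 nM SCFSkp2-Nedd8OG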
STEP inh = inhibitors of human striatal-enriched phosphatase STEP; recombinant STEP, OMFP fluorogenic substrate, fluorescence; inhibition, % at 20 µM; 360,000 compounds, 0.25% hits; AID 588621;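 active = inhibition at 20 µM, scaled per plate between control wells, above about 37%, limit read from the data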;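 note: 0% = DMSO with enzyme and substrate and 100% = substrate only without enzyme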
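Measure: Control-normalized % inhibition with plate pattern correction | Test system: STEP phosphatase, cell-free reaction | Medium: pH 6.0 Bis-Tris with DTT and Tween 20 | Technique: Fluorescence, 480/540 nm | Times: Reaction 20 min, ambient temperature | Doses: Single compound dose of 20 µM, 1% DMSO final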
LMPTP inh = blocks human LMPTP phosphatase | recombinant LMPTP-A, OMFP fluorogenic substrate, fluorescence intensity | inhibition, % at 20 µM | 360,000 compounds, 0.22% hits | AID 651560 | P24666;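 active = compounds that cut the enzyme signal by at least half of the control window in the single-dose screen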;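 note: plate controls were DMSO wells with enzyme plus substrate for no effect and substrate without enzyme for full effect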
Target sequence (P24666 whole entry, looked up): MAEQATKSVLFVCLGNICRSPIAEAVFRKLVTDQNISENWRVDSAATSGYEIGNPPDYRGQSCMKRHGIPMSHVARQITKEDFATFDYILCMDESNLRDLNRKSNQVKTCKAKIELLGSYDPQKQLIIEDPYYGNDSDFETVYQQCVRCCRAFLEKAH
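Test system: LMPTP-A phosphatase enzyme. Amount: LMPTP-A at 0.625 nM final in the reaction. Reagent: OMFP substrate, 400 µM final. Times: 50 min at room temperature. Signal: endpoint fluorescence intensity from OMFP dephosphorylation. Read-out basis: % inhibition. Benchmarks: no-enzyme and uninhibited controls.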
SUMO1-SIM PPI = modulators of human SUMO1-mediated protein-protein interactions. P63165. SUMO1 binding to a labelled peptide, TR-FRET, 1 h. inhibition, % at 20 µM. 360,000 compounds, 0.33% hits. AID 602429; in the data active = inhibition above about 37%
Target sequence (P63165 whole entry, looked up): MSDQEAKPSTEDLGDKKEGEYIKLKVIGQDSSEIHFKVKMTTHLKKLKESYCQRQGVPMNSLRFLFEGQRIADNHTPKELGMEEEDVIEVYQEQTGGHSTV
DNMT1 inh = blocks human DNA methyltransferase DNMT1. P26358. DNMT1 molecular beacon, Hinp1I cleavage, fluorescence. inhibition (reported as % activation of signal), % at 10 µM. 360,000 compounds, 0.83% hits; in the data active = inhibition above about 50%
Rpn11 block = blocks the human proteasome subunit Rpn11; O00487; human 26S proteasome, Ub4-pepOG fluorescence polarization; 20S core pre-blocked with epoxomicin; calls only at 20 µM; 360,000 compounds, 0.59% hits;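 active = inhibition at 20 µM, scaled to each plate's controls, above about 33%, limit read from the data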
Active calls of the source: *; i = inactive; . = no result given.

Value order: LMPTP inh	DNMT1 inh	NadD block	Scp-1 inhibitor	MLLE-PAM2 inh	STEP inh	TbMetRS inhib	Rpn11 block	CSN inh	SUMO1-SIM PPI
> Cc1cccn2c(=O)c(C=NCc3ccccc3)c(NCCO)nc12
→ -0.5	1	-3	-3	0	-1	-1.0	i	0	-20
> O=C(O)CCC(=O)N1N=C(c2ccc(Br)cc2)CC1c1cccc(Br)c1 (stereo not drawn)
→ 0.7	-1	9	46	-1	0	1.8	i	2	-4
> COCCN1CC(CNC(=O)c2cc(COc3ccccc3SC)on2)CC1=O (stereo not drawn)
→ 0.4	1	3	1	4	-1	-0.6	i	4	7
> CCc1cc(C(=O)OC)c(N2C(=O)C3C4C=CC(C4)C3C2=O)s1 (stereo not drawn)
→ -1.6	6	-8	-6	15	-3	0.4	i	3	-2
> COc1ccc(S(=O)(=O)N2CCOCC2)cc1C(=O)N(C)CCOc1ccc(Cl)cc1
→ -1.4	-4	-3	-6	4	4	-0.3	i	6	-3
> CC(C)CC(NC(=O)OC(C)(C)C)c1cn([C@@H](CCCCNC(=O)OC(C)(C)C)C(=O)N2CCN(C(=O)OC(C)(C)C)CC2)nn1 (stereo partly drawn)
→ -1.7	0	0	-5	1	-2	-0.4	i	-1	-1
> COc1ccc(C(=O)OCC(=O)Nc2ccc(F)c(F)c2F)cc1OC
→ 0.6	0	7	0	4	-2	-0.7	i	1	0
> CN1C(=O)C(C)(C)c2cc(S(=O)(=O)N3CCC(C(=O)NCc4ccc(F)cc4)CC3)ccc21
→ 0.0	-1	3	-10	-21	1	-0.4	i	-4	5
> Cc1cc2c(cc1C)CSC(c1ccc3ccccc3c1O)SC2
→ 1.0	-5	26	-13	8	1	-0.6	i	-1	-2
> CCCCCCCCN1C(=O)[C@H](CC(=O)N2CCN(C(=O)C3CC3)CC2)C[C@@]2(C(=O)OC)CCCCC=C12
→ 2.3	.	-6	.	.	.	0.1	.	4	8
> COc1ccc(CNC(=O)COc2cc(O)c3c(c2)OC(C)(C)CC3=O)cc1
→ 0.8	0	-9	12	6	2	-2.0	i	7	1
> O=C(CN1C(=O)C2CC=CCC2C1=O)Nc1nccs1 (stereo not drawn)
→ -1.2	-1	-1	0	2	-2	-0.5	i	4	3
> Cc1ccc(S(=O)(=O)Oc2ccccc2/C=N/NC(=O)c2c(Cl)cnn2C)cc1
→ -0.8	-5	-4	-8	1	-2	-0.5	i	-1	-7
> CCOC(=O)C1CCN(S(=O)(=O)c2ccc(OC)c(Cl)c2)CC1
→ 0.2	-1	-6	-5	-11	-3	-0.4	i	4	1
> CS(=O)(=O)N(CC(=O)NCCSc1ccccc1)c1ccc2c(c1)OCO2
→ -0.4	-2	-1	-3	-2	-1	-0.5	i	-3	5
> CN(c1ccccc1)S(=O)(=O)c1ccc(C(=O)NNC(=O)c2ccccc2F)cc1
→ 0.8	-1	-2	-2	-7	3	-0.3	i	4	-6
> O=C(C1CCC(CNc2c(N3CCCCC3)c(=O)c2=O)CC1)N1CCc2ccccc2C1 (stereo not drawn)
→ 5.4	-2	4	10	9	1	-0.6	i	5	4
> Cc1ccc(NC(=O)CN(C)S(=O)(=O)c2ccc(Cl)s2)c(O)c1
→ 1.1	-1	-7	-3	-10	-1	-0.3	i	1	3
> O=C(NCCc1ccc(F)cc1)Nc1ccc2c(c1)OCO2
→ 0.0	0	-4	-9	7	0	0.5	i	1	2
> CC(C)Oc1ccc(S(=O)(=O)N2CCOCC2)cc1NC(=O)c1ccc(Cl)c(S(=O)(=O)N2CCOCC2)c1
→ 0.7	4	0	.	-2	2	-0.1	i	5	0

Fetched by compound from the entries so far:
Value order: LMPTP inh	DNMT1 inh	NadD block	Scp-1 inhibitor	MLLE-PAM2 inh	STEP inh	TbMetRS inhib	Rpn11 block	CSN inh	SUMO1-SIM PPI
> O=C(NCCc1ccc(F)cc1)Nc1ccc2c(c1)OCO2
→ 0.0	0	-4	-9	7	0	0.5	i	1	2
> CC(C)Oc1ccc(S(=O)(=O)N2CCOCC2)cc1NC(=O)c1ccc(Cl)c(S(=O)(=O)N2CCOCC2)c1
→ 0.7	4	0	.	-2	2	-0.1	i	5	0

New compounds follow.
Value order: LMPTP inh	DNMT1 inh	NadD block	Scp-1 inhibitor	MLLE-PAM2 inh	STEP inh	TbMetRS inhib	Rpn11 block	CSN inh	SUMO1-SIM PPI
> CCOC(=O)/C(C#N)=C/c1cn(CCC(=O)O)nc1-c1ccc(Cl)cc1
→ -0.2	4	1	-7	1	-4	-0.3	i	-5	-12
> O=C(NC12CC3CC(CC(C3)C1)C2)N(Cc1ccccc1)Cc1ccncc1
→ 1.3	5	0	-2	-6	2	-0.7	i	-8	1
> COC(=O)c1c(SCC(=O)Nc2ccc(C)cc2)nc(=O)[nH]c1C
→ -1.7	0	-5	-2	-1	5	-0.7	i	10	3
> COC(=O)c1ccc(N2C(=O)CC(NCc3ccccc3)C2=O)cc1 (stereo not drawn)
→ -0.9	0	-5	-2	-1	1	-1.3	i	0	-2
> COc1c(C)cc(C(=O)C2CCCN(C(=O)c3cc(C)on3)C2)cc1C (stereo not drawn)
→ -1.1	0	-9	-12	11	0	-0.3	i	-1	1
> C#CCOCCOCCOCCNc1nc(N2CCN(C(=O)Cn3cc(CCCN=C(N)N)nn3)CC2)nc(N2CCN(C(=O)[C@H]([C@@H](C)O)n3cc(CCCCN)nn3)CC2)n1
→ 1.1	-5	5	7	7	-1	-0.2	i	3	-29
> COC(=O)Nc1c(C)nn(Cc2ccccc2C)c1C
→ -1.3	0	4	-8	3	0	-1.1	i	2	3
> COc1ccc(N2CCN(C(=S)Nc3ccccc3OC)CC2)cc1
→ -1.6	1	4	-8	-78	2	-1.5	i	4	0
> O=C(CSc1ccc(Br)cc1)N1CCOCC1
→ -2.9	2	-1	-2	-10	-2	-0.7	i	3	1
> Cc1cc(=O)[nH]c(N2CCOCC2)n1
→ 1.3	2	-4	6	-1	-2	-0.5	i	1	-3
> O=C(Nc1ccc(N2CCOCC2)cc1)c1cc2ccccc2o1
→ 0.3	-3	-1	9	5	-3	0.0	i	-1	-5
> Cc1cc(=O)n2nc(N3CCCC3C(=O)NCc3ccccn3)sc2n1 (stereo not drawn)
→ -1.0	2	0	-8	-11	1	0.3	i	5	-6
> O=C(COC(=O)c1nc(-c2ccccc2)n(-c2cccc(C(F)(F)F)c2)n1)NCc1cccs1
→ 0.2	-2	-5	-3	4	-4	-1.1	i	-2	7
> CC(=O)Nc1ccc(NC(=O)CSc2nnc(-c3cc4ccccc4o3)n2C)cc1
→ -0.6	-3	-8	-6	-10	3	-1.3	i	1	12
> CC(=O)c1ccc(OCc2cc(C(=O)N3CCC[C@H]3CO)no2)cc1
→ -0.2	2	7	-6	-1	0	0.0	i	1	0
> CC1CCN(C(C(=O)O)c2ccccc2)CC1 (stereo not drawn)
→ -1.7	4	-2	-3	-2	-6	0.3	i	-6	1
> O=C(O)c1ccc(NC(=O)c2ccccc2NC(=O)c2cccc(Br)c2)cc1
→ -0.4	2	-8	-18	4	-1	-0.1	i	0	6
> COc1ccc(CN2CCC(n3nccc3NC(=O)CCc3ccccc3)CC2)c(C)c1C
→ -2.1	-1	-10	0	8	-2	-0.7	i	6	0
> Cc1csc(NC(=O)c2ccoc2C)n1
→ -0.9	-2	1	0	-12	-6	-1.0	i	3	9
> CCCc1n[nH]c2c1/C(=N/O)CC(c1ccccc1)C2 (stereo not drawn)
→ 0.6	0	6	-2	-4	2	-0.1	i	0	3
> CC(C)CC(=O)Nc1ccc(C(=O)COC(=O)CN2C(=O)NC3(CCCCC3C)C2=O)cc1 (stereo not drawn)
→ 2.1	10	1	45	-9	0	-0.3	i	1	7
> CC(=O)N/C(=N\c1nc(C)cc(C)n1)Nc1ccc(Cl)cc1Cl
→ -0.3	5	-6	-6	4	-3	-0.8	i	-2	0
> CSCCC(NC(=O)c1ccc(Cl)cc1)C(=O)OCC(=O)Nc1cc(Cl)ccc1C#N (stereo not drawn)
→ 2.9	-5	-5	18	-7	-3	0.8	i	2	-3
> COc1ccccc1C(=O)C1CCCN(C(=O)CCC(=O)c2ccccc2)C1 (stereo not drawn)
→ -1.5	5	-2	-12	-1	2	-1.5	i	4	-4
> CN(C)/C=C/C(=O)c1ccc(F)cc1
→ -0.5	0	-1	-7	-4	-3	0.3	i	-5	0
> Cc1nc(C)c(-c2csc(Nc3ncccc3C)n2)s1
→ 0.6	-7	-9	2	11	0	-0.8	i	-3	0
> CCc1ccc(-c2nc(SCC(=O)NC3CCS(=O)(=O)C3)n[nH]2)cc1 (stereo not drawn)
→ -1.1	1	1	-6	-6	1	-0.1	i	2	7
> CN(C1CCS(=O)(=O)C1)S(=O)(=O)c1ccc(C2CCCCC2)cc1 (stereo not drawn)
→ -1.4	-2	-2	-2	0	-4	-0.8	i	-3	0
> CCOc1ccc(N(CC(=O)NCc2ccccc2OC)S(C)(=O)=O)cc1
→ -1.5	2	2	-5	0	0	-0.7	i	-4	1
> CC(Oc1ccc(-c2nccc(-c3ccccn3)n2)cc1)C(=O)NN (stereo not drawn)
→ -1.5	3	4	-12	2	-1	-1.3	i	6	-3
> O=C(c1ccc2c(c1)OCO2)C1CCCN(C(=O)C2CCOCC2)C1 (stereo not drawn)
→ -0.3	1	-8	-12	10	1	-0.9	i	0	-2
> CCOc1ccc(S(=O)(=O)N2CCN(C(=O)CCC(=O)N3CCOCC3)CC2)cc1
→ -0.5	2	-4	-3	-5	-2	-0.5	i	-1	-1
> O=C(Nn1cnnc1)C(Sc1ccccc1)c1ccccc1 (stereo not drawn)
→ -0.6	5	3	1	5	0	0.0	i	-2	-2
> C[C@H](CO)N1C[C@H](C)[C@@H](CN(C)C(=O)Nc2ccccc2)Oc2c(NC(=O)c3ccncc3)cccc2C1=O
→ 0.6	9	1	88*	-4	-2	0.3	i	4	-1
> N#CC1c2ccccc2C=CN1C(=O)c1ccccc1 (stereo not drawn)
→ -0.6	4	-5	-4	1	3	-0.1	i	1	-5
> c1ccc(OCCOCCOc2ccccc2)cc1
→ -1.6	0	-6	-10	-12	-1	-0.2	i	6	0
> Cn1cc(-c2nnnn2-c2cccc(C(F)(F)F)c2)c(C(F)(F)F)n1
→ -0.4	0	5	3	0	-5	-1.1	i	-2	2
> CC(C)COc1ccc(C2NC(=O)NC2=O)cc1 (stereo not drawn)
→ -1.8	0	-1	0	7	1	0.4	i	2	4

Screening results: PubChem, several laboratories
